M1AAP inhibition: P. falciparum M1AAP inhibitors, biochemical, fluorogenic H-Leu-NHMec substrate, 1536-well (AID 1445); 220,000 compounds, 0.42% hits; recombinant M1AAP, H-Leu-NHMec fluorogenic kinetic assay; higher % means a stronger effect; inhibition, % at 30 µM, or IC50 in µM where a hit was titrated; Aminopeptidase N (Plasmodium falciparum (isolate 3D7));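 active means primary inhibition above the hit cutoff, then over 50% inhibition at one or more dose response concentrations, cut at about 23% in these data, passing the limit was not always enough; inconclusive means conflicting primary data, or primary hits not chosen for dose response; inactive means low primary inhibition, or under 50% at every dose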;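 further: plate controls were DMSO full reaction for no effect and no enzyme background for full effect; strong numbers were not always called active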
K1F lysis inhibition: inhibition of K1F phage lysis, E. coli UTI89, bacterial capsule biogenesis inhibitors, alamar blue (AID 488966). 340,000 compounds, 0.02% hits. E. coli UTI89 K1F phage lysis, alamar blue, 2 h; higher % means a stronger effect. inhibition, % at 100 µM, or IC50 in µM where a hit was titrated;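 active means phage lysis inhibition, versus mean bacterial control, above a set limit; inconclusive means no clear call, values can overlap the other calls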;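 further: capsule biogenesis inhibitors block K1F phage lysis so surviving cells raise fluorescence; higher fluorescence means more inhibition of phage lysis; actives were called in the ten point dose series up to 300 µM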
TNAP activation fold: human TNAP enzyme activators, primary screen, biochemical, luminescent, no phosphate acceptor, uHTS (AID 1001); activation fold at 20 µM; hits with a dose series show EC50 in µM; purified TNAP, luminescent activation assay, no phosphate acceptor; higher activation fold means a stronger effect; 200,000 compounds, 0.03% hits; in the data active means activation fold from about 3, or a potency from the dose series; inactive means the rest, 99 in 100 with activation fold below about 1.6; further: many of its hits are not listed in these tables
human PMI inhibition: inhibitors of human PMI, primary screen, biochemical, fluorescence intensity, coupled assay (AID 1209); purified PMI enzyme, coupled fluorescence intensity; higher % means a stronger effect; inhibition, % at 20 µM; hits with a dose series show IC50 in µM; 190,000 compounds, 0.42% hits;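 further: plate controls were DMSO vehicle for no effect and wells lacking substrate for full effect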
Myeloid diff MLP: induction of myeloid progenitor differentiation, primary screen, cell-based, flow cytometry, MLPCN library | ER-HoxA9 myeloid progenitors, lysozyme-GFP differentiation | calls only at 10 µM | 360,000 compounds, 1% hits;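 active means normalized GFP-positive differentiation at or above the plate's own cutoff, the solvent-only control mean plus 3 SD; inconclusive means no clear call, values can overlap the other calls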;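 further: cells exposed to compound for four days before flow analysis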
WT yeast gro inh: growth inhibition of WT strain, primary screen, mitochondrial fusion inhibitor project, WT and mutant strains, chemical genetic; inhibition, % at 10 µM; AID 1362, 2008; 190,000 compounds, 2.1% hits; mitochondrial fusion phenotypic screen; in the data active means inhibition above about 58%; tested in S. cerevisiae
PMI inhibition: human PMI inhibitors, high substrate, primary screen, biochemical, fluorescence intensity, high mannose 6-phosphate (AID 1220); recombinant PMI enzyme, coupled fluorescence intensity; higher % means a stronger effect; inhibition, % at 20 µM, or IC50 in µM where a hit was titrated; 190,000 compounds, 0.66% hits
Lipid droplet: inhibitors of hepatocyte lipid droplet formation, primary screen, imaging, high-throughput imaging, BODIPY stain. AML12 mouse hepatocytes, oleate lipid droplets. inhibition, % at 6.5 µM. 240,000 compounds, 0.4% hits. AID 1656, 2009;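 active means lipid droplet intensity inhibited by at least 50%, with more than 500 cells counted; inconclusive means wells with under 300 cells, treated as cytotoxic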
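Assay system: AML12 hepatocytes (mouse) / Also added: 100 µM oleic acid challenge / Times: overnight treatment with compound plus oleate / Detection: high-content imaging of BODIPY-stained droplets and DAPI nuclei / Evaluation: % inhibition of lipid droplet signal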
ER stress rescue: rescue of cells from ER stress-induced death, primary screen, 384-well, CSM14.1, thapsigargin, ATP luminescence (AID 1222); CSM14.1 thapsigargin-induced death rescue, ATP luminescence; higher % means a stronger effect; cellular ATP content (survival), % at 20 µM; hits with a dose series show EC50 in µM; 190,000 tested, under 10 active;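 active means EC50 below 50 µM in the dose-response confirmation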;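 further: death triggered by thapsigargin at about 15 µM added after 2 h compound pretreatment; cell ATP read after overnight thapsigargin exposure of roughly 18 to 22 hours; normalized against plate controls of thapsigargin alone and 5% DMSO vehicle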
WT yeast gro inh mutant strain: also measured in WT yeast gro inh; calls as there; inhibition, %; mitochondrial fusion phenotypic screen, mutant strain inhibition
Lipid droplet cells 6.5 µM: second read-out of Lipid droplet, no call of its own (marks repeat the call); cell count; measured here: cell count, cytotoxicity flag;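 cells counted across two imaged fields per well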
Myeloid diff MLP GFP+ MAC1+ %: recorded beside Myeloid diff MLP, whose call it bears; GFP+ MAC1+ double positive, %; measured here: differentiation confirmed by MAC1 staining
* hit, by the source's call; i = inactive; u = inconclusive; x = no result given; [ ] = another dose, or the depositor's remark. Unless noted, no stated cut-off is given here; in the data, active means inhibition above about 50%; inactive means the rest.

SMILES | M1AAP inhibition | K1F lysis inhibition | TNAP activation fold | human PMI inhibition | Myeloid diff MLP | Myeloid diff MLP GFP+ MAC1+ % | WT yeast gro inh | WT yeast gro inh mutant strain | PMI inhibition | Lipid droplet | Lipid droplet cells 6.5 µM | ER stress rescue
O=C(N/N=C/c1ccncc1)c1ccccc1[N+](=O)[O-] | -2% | -0.1% | 1.1 | 0% | i | 0.7 | 3 | -14 | 5% | 18 | 804 | -2.3%
O=C(CSc1ccc2nnc(-c3ccccn3)n2n1)NCc1ccco1 | 0% | 0.0% | 1 | -19% | i | 3.9 | -3 | 12 | -28% | -3 | 793 | -2.6%
CC1=NN(c2ccc(Cl)cc2)C(=O)/C1=C\c1cccn1-c1ccc(S(N)(=O)=O)cc1 | 1% | 3.8% | 0.7 | 20% | i | 0.9 | 81* | 65* | 15% | -4 | 471 | -0.1%
Cc1cccc(OCc2nnc(SCC(=O)Nc3cccc(C(=O)N4CCOCC4)c3)n2C)c1C | 3% | 0.4%[50 µM] | 1 | -8% | i | 0.6 | -7 | -13 | -6% | 1 | 705 | -2.7%
C=C(C)c1cccc(C(C)(C)NC(=O)N2CCCC(C)C2)c1 (stereo unspecified) | 7% | 11% | 1.1 | 11% | i | 1.2 | -4 | -9 | 11% | -3 | 710 | -0.2%
Cc1nn(C)cc1CN(C)C(=O)c1cc(-c2ccccc2)nc2ccc(Br)cc12 | 6% | 0.4% | 1.1 | -4% | i | 1.2 | 12 | -5 | 7% | -3 | 692 | -1.1%
O=C(COc1ncnc2ccccc12)Nc1ccc(Cl)c([N+](=O)[O-])c1 | -1% | -0.1% | 1.1 | 9% | i | 1.3 | -7 | -5 | 4% | -1 | 543 | -1.9%
C=CCc1ccccc1OCC(O)CNC(C)C (stereo unspecified) | 1% | 3.7% | 1.1 | -5% | i | 2.5 | 8 | -7 | -4% | -3 | 691 | -1.6%
CC(C)(C)c1ccccc1NC(=O)c1cccnc1 | 11% | 1.0% | 1.1 | 5% | i | 1.5 | 10 | 3 | 4% | 9 | 595 | -1.2%
C=CCn1c(SC(C)C(N)=O)nc2sc(CC)cc2c1=O (stereo unspecified) | 8% | x | 1.1 | -1% | i | 0.2 | -5 | -11 | -4% | 15 | 690 | -0.9%
Cc1cc(S(=O)(=O)N2CCN=C2c2ccccc2)c(Cl)cc1Cl | -2% | 2.8% | 1.1 | -2% | i | 0.5 | 4 | 24 | -3% | -27 | 760 | 2.1%
O=C(NCCc1ccccc1)c1cc(-c2ccco2)on1 | 0% | 7.8% | 1.1 | 5% | i | 1.3 | -2 | -7 | 4% | -4 | 720 | -2.2%
O=C(C1CCN(S(=O)(=O)N2CCOCC2)CC1)N1CCN(c2ccc(F)cc2)CC1 | 4% | 0.1% | 1 | -7% | i | 0.4 | -4 | 8 | -12% | -7 | 735 | -0.5%
Cc1ccc(-c2nnc3ccc(SCC(=O)N4CCCc5ccccc54)nn23)cc1 | -2% | 3.4% | 1.1 | 6% | i | 0.6 | 35 | 9 | 2% | -1 | 660 | -2.1%
Cn1cccc1-c1nc2ccccc2n1Cc1ccccc1 | 16% | 2.4% | 1.1 | 12% | i | 0.5 | 28 | 26 | 9% | -22 | 720 | -2.4%

Full records as entered above:
`O=C(COc1ncnc2ccccc12)Nc1ccc(Cl)c([N+](=O)[O-])c1` reads M1AAP inhibition = -1%; K1F lysis inhibition = -0.1%; TNAP activation fold = 1.1; human PMI inhibition = 9%; Myeloid diff MLP = i; Myeloid diff MLP GFP+ MAC1+ % = 1.3; WT yeast gro inh = -7; WT yeast gro inh mutant strain = -5; PMI inhibition = 4%; Lipid droplet = -1; Lipid droplet cells 6.5 µM = 543; ER stress rescue = -1.9%
`C=CCc1ccccc1OCC(O)CNC(C)C` (stereo unspecified) reads M1AAP inhibition = 1%; K1F lysis inhibition = 3.7%; TNAP activation fold = 1.1; human PMI inhibition = -5%; Myeloid diff MLP = i; Myeloid diff MLP GFP+ MAC1+ % = 2.5; WT yeast gro inh = 8; WT yeast gro inh mutant strain = -7; PMI inhibition = -4%; Lipid droplet = -3; Lipid droplet cells 6.5 µM = 691; ER stress rescue = -1.6%

Next structures follow:
SMILES | M1AAP inhibition | K1F lysis inhibition | TNAP activation fold | human PMI inhibition | Myeloid diff MLP | Myeloid diff MLP GFP+ MAC1+ % | WT yeast gro inh | WT yeast gro inh mutant strain | PMI inhibition | Lipid droplet | Lipid droplet cells 6.5 µM | ER stress rescue
CC(C)C(=O)NNc1nc2ccccc2s1 | 1% | 0.3% | 1 | 8% | i | 7.3 | 0 | -13 | 12% | -19 | 659 | -0.6%
Cc1nnsc1NC(=O)OCC(C)(C)C | -2% | 0.5% | 1.1 | 0% | i | 0.7 | -24 | -1 | 1% | x | x | -0.5%
COCCNC(=O)C(C)N(c1ccc(OC)cc1)S(C)(=O)=O (stereo unspecified) | 0% | 0.2% | 1 | -3% | i | 0.9 | -7 | -63 | -10% | 0 | 761 | -3.2%
COc1ccc(/C=N/NC(=O)COc2ccccc2-c2ccccc2)cc1 | 1% | 4.7% | 1 | 20% | x | x | 46 | 24 | 25% | u | x | -1.2%
OCC1(Cc2ccccc2)CCN(C2CCN(c3ccccc3F)CC2)CC1 | 4% | -0.1% | 1.1 | -8% | i | 0.9 | 43 | 40 | -11% | 4 | 750 | -0.3%
O=S(=O)(Cc1cc(Sc2ccccc2)nc(-c2ccccc2)n1)c1ccccc1 | -2% | 0.5% | 1.1 | -1% | i | 0.6 | 28 | -1 | -7% | 24 | 854 | 0.0%
C=CCOc1ccc(/C(O)=C2/C(=O)C(=O)N(CCCn3ccnc3)C2c2ccco2)cc1 (stereo unspecified) | 8% | 0.3% | 1.1 | -4% | i | 0.6 | -13 | -12 | 2% | 5 | 619 | -2.2%
CCC1(C)N(O)C(C)(C)C(c2ccc(F)cc2)=[N+]1[O-] (stereo unspecified) | 8% | 5.2% | 1 | -14% | i | 1.1 | -4 | 1 | -14% | -2 | 725 | 0.1%
Cc1nn(C)cc1S(=O)(=O)N1CCN(Cc2ccccc2Cl)CC1 | 5% | -1.5% | 1.1 | 9% | i | 0.1 | -1 | -1 | 14% | -1 | 712 | 0.0%
NS(=O)(=O)c1ccc(CCNC(=O)C(=O)NCC2OCCN2C(=O)c2ccc3c(c2)OCO3)cc1 (stereo unspecified) | 3% | 0.0% | 0.8 | -8% | i | 0.5 | -3 | 2 | -6% | 0 | 708 | -1.1%
COc1ccccc1NC(=O)/C=C\C(=O)O | 0% | 0.2% | 1 | -37% | i | 0.1 | -39 | -9 | 9% | -4 | 732 | 2.1%
Cc1ccc(-c2noc(CN(C(=O)CCCCCN3C(=O)c4ccccc4C3=O)C(C)C)n2)cc1 | 0% | 1.9% | 1 | 15% | i | 1.1 | -10 | -1 | 10% | -4 | 797 | -1.7%
CCCc1cc(=O)oc2cc(C)c(CN3CCCC3)c(O)c12 | 13% | -0.3% | 1.1 | 13% | i | 0.9 | -19 | -124 | 36% | x | x | 0.4%
CC1(C)CC(=O)C2=C(C1)NC(=O)CC2c1ccc(N(CCC#N)CCC#N)cc1 (stereo unspecified) | -1% | 5.7% | 1 | 5% | i | 7.2 | 13 | -8 | -4% | -13 | 680 | x
COc1ccc(CN2C(=O)c3ccccc3C2=O)cc1C(=O)Nc1ccccc1N1CCOCC1 | 9% | 0.5% | 1.1 | 10% | i | 1.3 | -10 | 9 | 8% | 1 | 662 | 5.9%
CC(=O)c1c[nH]c(C(=O)NCC2CCCO2)c1 (stereo unspecified) | -1% | 0.1% | 1.1 | 15% | i | 2.3 | 3 | 11 | 16% | 5 | 682 | -0.4%
CC(=O)Nc1cccc(NC(=O)CSc2ccc(-c3cccnc3)nn2)c1 | 9% | 0.1% | 1 | -14% | i | 0.3 | -10 | 5 | -11% | 13 | 706 | -12%
COc1ccc(CCNC(=O)C(=O)NCCOc2ccccc2Cl)cc1OC | -6% | 0.9% | 1.1 | 5% | i | 0.4 | -2 | -6 | 5% | 4 | 646 | 0.7%
Nc1cc(Br)c(N)c(Br)c1 | 2% | 1.2% | 1 | 10% | i | 1.3 | -14 | 6 | 23% | x | x | -0.9%
CCN(C(=O)CN1CCN(c2ccc(OC)cc2)CC1)c1c(N)n(Cc2ccccc2)c(=O)[nH]c1=O | 4% | 5.6% | 1.1 | 8% | i | 0.6 | 0 | 6 | 2% | 2 | 768 | -0.5%
CC1=C(C(=O)OCc2ccccc2)C(c2ccc3ccccc3c2)NC(=O)N1CCCCCC(=O)O (stereo unspecified) | 12% | x | 1 | 1% | x | x | 8 | -19 | 2% | -4 | 713 | -1.2%
COc1ccc(N2C(=O)c3ccccc3NC23CCCCC3)cc1 | 17% | 1.0%[50 µM] | 1.2 | -3% | i | 0.7 | 7 | 0 | 3% | x | x | -3.0%
N#Cc1c(N)nc2c(c1-c1ccncc1)CCCCC2 | 1% | -0.4% | 1.1 | -5% | i | 1.9 | -9 | -7 | -9% | x | x | -3.5%
CCOC(=O)c1ccc(NC(=S)N2CCSC2c2ccc(Cl)cc2)cc1 (stereo unspecified) | 7% | 0.4% | 1.2 | 25% | i | 0.2 | 60* | 38* | 16% | -30 | 345 | -2.5%
CC1Oc2ccccc2N(CC(=O)NCc2cccs2)C1=O (stereo unspecified) | -3% | 4.8% | 1.1 | 5% | i | 11 | 4 | -11 | 5% | -10 | 735 | -0.3%
Cc1ccc(C)c(N2C(=O)c3cc(N4CCOCC4)c([N+](=O)[O-])cc3C2=O)c1 | 2% | 2.7% | 1 | 3% | i | 0.7 | 5 | 1 | 13% | -3 | 653 | 3.6%
CCOC(=O)c1ccc(N2CCOCC2)c(NC(=O)COCC(=O)O)c1 | 7% | 1.1% | x | x | i | 1.1 | x | x | x | 8 | 748 | x
Cn1ccnc1SCc1cn2cc(Br)ccc2n1 | -1% | 1.7% | 1 | 5% | i | 0.7 | 6 | 0 | 0% | x | x | -2.9%
CCc1cc2c(=O)c(-c3cscn3)coc2cc1O | 14% | 1.9% | 1 | 4% | i | 1.2 | 69* | -1.2* | -1% | 20 | 773 | -3.1%
CC1CCCC(C)N1C(=O)COC(=O)c1ccc2c(c1)OCO2 (stereo unspecified) | 14% | 0.9% | 1.1 | 2% | i | 1.0 | -2 | -66 | 6% | x | x | -0.4%

Screens deposited in PubChem by several laboratories.
